High-throughput results (PubChem)
AmpC no deterg – qHTS Inhibitors of AmpC Beta-Lactamase (assay without detergent). P00811. AmpC nitrocefin hydrolysis, absorbance 480 nm, 0.0001% Triton. Potency, µM (doses to about 57.1 µM), for inactives: at the highest dose activity change, negative = inhibition, actives largely listed as inhibitors. hit rate 0.52% among 330,000. AID 485341, 2010;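 also: potency is read from the fitted curve at half-maximal effect; plate controls were no compound for no effect and no enzyme for full effect; nearly all actives have a fitted effect of over 20% in size; some results filed as inactive show a strong effect at the top dose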
Target sequence (P00811 whole entry, looked up): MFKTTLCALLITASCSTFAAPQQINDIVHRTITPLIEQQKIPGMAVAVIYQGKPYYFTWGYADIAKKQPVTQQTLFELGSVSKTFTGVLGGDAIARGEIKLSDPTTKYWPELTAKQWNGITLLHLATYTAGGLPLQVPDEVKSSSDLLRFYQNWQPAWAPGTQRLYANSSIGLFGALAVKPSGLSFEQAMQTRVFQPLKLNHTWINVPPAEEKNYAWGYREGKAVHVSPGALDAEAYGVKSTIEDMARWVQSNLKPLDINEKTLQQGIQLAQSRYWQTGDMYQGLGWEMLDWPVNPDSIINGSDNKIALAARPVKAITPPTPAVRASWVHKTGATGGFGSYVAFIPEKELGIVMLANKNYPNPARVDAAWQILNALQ
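20 mM phosphate pH 7.0 + 0.01% (detergent screen) or 0.0001% Triton X-100; 5.3 nM AmpC reagent; cpd preinc 15 min RT; nitrocefin (800 uM stock) to start; A480 q20 s × 4 min; Activity was normalised to no-enzyme and no-compound control wells.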
Sm TGR block – qHTS Assay for the Inhibitors of Schistosoma Mansoni Peroxiredoxins; Potency, µM (doses to about 114 µM), for the others: at the highest dose activity change, negative = inhibition, most hits filed as inhibitors; purified TGR, DTNB reduction, TNB absorbance 405 nm; hit rate 3% among 360,000; Schistosoma mansoni thioredoxin glutathione reductase (TGR), Q962Y6; also: potency is read from the fitted curve at half-maximal effect; nearly all actives have a fitted effect of over 60% in size
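First, TGR (20 nM dispensed) and NADPH were mixed with compound. Second, a 15 min room-temperature incubation followed. Third, further NADPH and then DTNB were added to start the reaction. Finally, TNB absorbance was monitored kinetically.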
HCV inhibitor – qHTS Assay for Inhibitors of Hepatitis C Virus (HCV); Huh7.5.1 HCVcc-Cre infection, luciferase reporter, 44 h; Potency, µM (titrated, usually from 41.8 µM), without a hit: at the highest dose activity change, negative = inhibition, actives largely listed as inhibitors; hit rate 3.4% among 340,000; AID 651820, 2012; also: potency is read from the fitted curve at half-maximal effect
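Cells (1,000/well) were plated 4 h before compound, then infected with HCVcc-Cre virus (~0.5 moi). After 44 h further culture, infection was read as luciferase luminescence following a 15 min substrate incubation at room temperature.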
FBPA Giardia inh – qHTS Assay for Inhibitors of Fructose-1,6-bisphosphate Aldolase from Giardia Lamblia; A8B2U2; purified Giardia FBPA; Potency, µM (titrated, usually from 59.6 µM), for the others: top-dose activity, negative = inhibition, actives largely listed as inhibitors; hit rate 0.71% among 290,000; AID 2451, 2010; also: potency is read from the fitted curve at half-maximal effect; nearly all actives have a fitted effect of over 55% in size
Target sequence (A8B2U2 whole entry, looked up): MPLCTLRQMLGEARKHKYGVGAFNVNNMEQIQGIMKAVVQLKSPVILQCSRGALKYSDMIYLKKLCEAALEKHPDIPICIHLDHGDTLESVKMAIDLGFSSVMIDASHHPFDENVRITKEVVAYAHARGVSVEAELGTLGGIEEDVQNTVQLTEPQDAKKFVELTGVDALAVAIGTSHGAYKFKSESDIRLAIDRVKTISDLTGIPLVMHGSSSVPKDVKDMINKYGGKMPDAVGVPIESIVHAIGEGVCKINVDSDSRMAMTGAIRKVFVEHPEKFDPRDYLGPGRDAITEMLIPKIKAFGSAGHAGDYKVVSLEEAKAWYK
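40 nM FBPA preincubated 10 min at RT with compound (up to 57.5 uM final), then substrate plus GAPDH/TPI/NAD/arsenate coupling and diaphorase/resazurin added. Fluorescence read after 20 min at RT, 525/598 nm.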
AmpC inh detg – qHTS Inhibitors of AmpC Beta-Lactamase (assay with detergent); AmpC hydrolysis of nitrocefin, absorbance 480 nm, 0.01% Triton; Potency, µM (top dose mostly 114 µM), without a hit: at the highest dose activity change, negative = inhibition, hits mostly inhibitors; hit rate 0.041% among 370,000; AID 485294, 2010;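 also: potency is read from the fitted curve at half-maximal effect; 0% = no-compound wells and -100% = no-enzyme wells; nearly all actives have a fitted effect of over 25% in size; some results filed as inactive show a strong effect at the top dose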
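20 mM phosphate pH 7.0 + 0.01% (detergent screen) or 0.0001% Triton X-100; 5.3 nM AmpC reagent; cpd preinc 15 min RT; nitrocefin (800 uM stock) to start; A480 q20 s × 4 min; Activity was normalised to no-enzyme and no-compound control wells.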
HCMV antiviral – qHTS Assay for inhibitors of the human cytomegalovirus (HCMV) | HFF cells, HCMV-luciferase reporter, 72 h; active compounds read low | activity change, negative = inhibition, % at 57.5 µM | hit rate 4.5% among 410,000 | AID 1259415, 2018; in the data active = activity change below about -60%; inconclusive = no clear call, values can overlap the other calls; inactive = above about -39%
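Compounds were evaluated in HFFs infected with an HCMV luciferase reporter virus (MOI 1 PFU/cell). Luciferase in lysates collected 72 h post infection served as the replication measure.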
Starred values were filed as active, the others as inactive; ? = inconclusive; . = not tested or not shown; [ ] = remark or other dose. Unless noted, calls follow the shape of the dose curve; as a rule, active = well fitted curve in the direction sought with a large enough effect; inconclusive = small, poorly fitted or top-dose-only effect, or another doubt; inactive = no such curve, though single readings can be large; an effect the other way counts as inactive or inconclusive. Unless noted, % is scaled to controls: 0 for no effect and ±100 for the full control effect.

Short keys: A = AmpC no deterg; B = Sm TGR block; C = HCV inhibitor; D = FBPA Giardia inh; E = AmpC inh detg; F = HCMV antiviral
CC1CCN(C(=O)CSCC(=O)Nc2nc(-c3cccs3)cs2)CC1
  A = 4% | B = -2% | C = -2% | D = -2% | E = ? | F = 3

Oc1ccc2ccccc2c1CNc1ccc(Br)cn1
  A = -46% | B = 0% | C = ? | D = 2% | E = -6% | F = 46

O=C1CN(C(=O)c2cc3ccccc3oc2=O)C(c2ccccc2)c2cc(F)ccc2N1 (centres undefined)
  A = -8% | B = 0% | C = 13% | D = -5% | E = -16% | F = 1

CCCCNC(=O)c1nn(-c2ccc(C)cc2)c(=O)c2c1c1ccccc1n2C
  A = . | B = 12% | C = . | D = . | E = -3% | F = -1

CC(=O)/C(=N\Nc1ccccc1)Sc1nnc(-c2ccccc2)n1-c1ccccc1
  A = -21% | B = -6% | C = -19% | D = ? | E = -6% | F = 10

Cc1noc(C)c1COc1ccccc1C(=O)NCCOc1ccccc1
  A = 0% | B = -3% | C = -1% | D = . | E = 3% | F = -23

COC(=O)C1CCN(C(=O)c2cc(=O)[nH]c3ccccc23)CC1
  A = -22% | B = 3% | C = 5% | D = 5% | E = 5% | F = 3

Cc1ccc(-n2c(N)c(C(=O)Nc3c(C)n(C)n(-c4ccccc4)c3=O)c3nc4ccccc4nc32)cc1C
  A = 200%[activator] | B = -10% | C = 10% | D = -3% | E = -4% | F = .

CCOc1ccc(CCNc2ncnc3onc(-c4ccc(Cl)cc4)c23)cc1OCC
  A = . | B = -2% | C = . | D = . | E = -6% | F = -26

O=C(Nc1ccccc1)C(c1ccccc1)c1ccccc1
  A = -23% | B = 2% | C = -3% | D = 15% | E = 3% | F = -4

Cn1cc(CN2CCN(CCO)CC2)c(-c2ccc(Oc3ccccc3)cc2)n1
  A = 62%[activator] | B = -11% | C = -16% | D = 3% | E = -11% | F = -6

COc1ccccc1C(=O)NNC(=O)c1ccc(NS(=O)(=O)c2cccs2)cc1
  A = -30% | B = 0% | C = 21% | D = . | E = -2% | F = 48

O=C(Cc1ccsc1)Nc1ccc2c(c1)OCO2
  A = -11% | B = ? | C = 3% | D = . | E = 6% | F = 43

CCC(C)N(CCNC(=O)CC1Oc2ccc(C)cc2NC1=O)C1CCCCC1 (centres undefined)
  A = -21% | B = -33% | C = 7% | D = 4% | E = ? | F = -2

Cc1ccc2c(CN3CCN(Cc4ccccc4)CC3)cc(=O)oc2c1
  A = 34% | B = ? | C = -28% | D = -5% | E = 4% | F = 3

CN(C)C(=S)Nc1cccc(-c2n[nH]c(=S)o2)c1
  A = -18% | B = -4% | C = 5% | D = ? | E = 7% | F = 14

COc1ccc2[nH]c(=O)c(CN(C(=O)c3ccccn3)c3ccccc3)cc2c1
  A = -11% | B = 2% | C = 20% | D = 1% | E = ? | F = 44

CN(C)CCNc1oc(-c2ccccc2Cl)nc1S(=O)(=O)c1ccccc1
  A = 0% | B = -15% | C = 9% | D = . | E = 0% | F = -30

CN(C)c1ccc(S(=O)(=O)NCC(=O)NCCOc2ccccc2F)cc1[N+](=O)[O-]
  A = -8% | B = 2% | C = 20% | D = . | E = -11% | F = -17

O=S(=O)(c1ccc(Br)cc1)N1CCC2(CC1)OCCO2
  A = -2% | B = 1% | C = 16% | D = . | E = 4% | F = -10

O=C(c1cc(C(=O)NCc2ccc(Cl)cc2)c(=O)n(Cc2ccc(Cl)cc2)c1)c1cc(F)ccc1O
  A = -30% | B = 8% | C = ? | D = -2% | E = 3% | F = -17

COc1cc(Nc2nnc(C)s2)c(Cl)cc1Cl
  A = -21% | B = 3% | C = ? | D = -4% | E = 4% | F = -1

O=C(NCCCn1ccnc1)C(=O)NCC1OCCN1S(=O)(=O)c1ccc(Cl)cc1 (centres undefined)
  A = -3% | B = -3% | C = 18% | D = 6% | E = ? | F = 20

Cc1ccc(O)c(NC(=O)CCS(=O)(=O)c2nc(-c3cccs3)cc(C(F)(F)F)n2)c1
  A = . | B = 18µM* | C = . | D = . | E = 7% | F = -100*

CCOC(=O)/C=C/C(=O)N1CCc2ccccc21
  A = -5% | B = -11% | C = 20% | D = -1% | E = 1% | F = 57

COCCn1nnnc1C(c1ccc(OC)c(OC)c1)N1CCc2ccccc21 (centres undefined)
  A = 62%[activator] | B = ? | C = 6% | D = 10% | E = -7% | F = 43

CCc1cc(=O)oc2cc(C)cc(OCC(=O)N3CCC(C(=O)O)(c4ccccc4)CC3)c12
  A = -33% | B = -2% | C = 11% | D = 11% | E = -9% | F = 12

CN(C)/C=C1/C(=O)NC(=O)N(CCNc2ncc(C(F)(F)F)cc2Cl)C1=O
  A = -22% | B = 11µM* | C = 6% | D = 12% | E = 1% | F = -7

Cn1cc(CN2CCCC(CO)(Cc3cccc(Cl)c3)C2)cn1 (centres undefined)
  A = 17% | B = 3% | C = -4% | D = 1% | E = -4% | F = -9

CCN(CC)c1cc(C)c2cc(NC(=O)c3ccccc3Cl)ccc2n1
  A = . | B = -8% | C = . | D = . | E = ? | F = ?

6 records drawn at random from those above, as already listed:
Short keys: A = AmpC no deterg; B = Sm TGR block; C = HCV inhibitor; D = FBPA Giardia inh; E = AmpC inh detg; F = HCMV antiviral
Cc1ccc(O)c(NC(=O)CCS(=O)(=O)c2nc(-c3cccs3)cc(C(F)(F)F)n2)c1
  A = . | B = 18µM* | C = . | D = . | E = 7% | F = -100*

COc1cc(Nc2nnc(C)s2)c(Cl)cc1Cl
  A = -21% | B = 3% | C = ? | D = -4% | E = 4% | F = -1

CN(C)C(=S)Nc1cccc(-c2n[nH]c(=S)o2)c1
  A = -18% | B = -4% | C = 5% | D = ? | E = 7% | F = 14

O=S(=O)(c1ccc(Br)cc1)N1CCC2(CC1)OCCO2
  A = -2% | B = 1% | C = 16% | D = . | E = 4% | F = -10

CN(C)c1ccc(S(=O)(=O)NCC(=O)NCCOc2ccccc2F)cc1[N+](=O)[O-]
  A = -8% | B = 2% | C = 20% | D = . | E = -11% | F = -17

CCOC(=O)/C=C/C(=O)N1CCc2ccccc21
  A = -5% | B = -11% | C = 20% | D = -1% | E = 1% | F = 57

Further structures
Short keys: A = AmpC no deterg; B = Sm TGR block; C = HCV inhibitor; D = FBPA Giardia inh; E = AmpC inh detg; F = HCMV antiviral
CSc1nsc(SCC(=O)NCc2ccccc2)n1
  A = -11% | B = -22% | C = 15% | D = 3% | E = 2% | F = 23

Cc1cc(NC(=O)CSc2nc3ccsc3c(=O)n2CCCC(=O)NCCc2ccccc2)no1
  A = -57% | B = 10% | C = -21% | D = 4% | E = 1% | F = 12

C=CCn1c(=N)n(CC(=O)c2cccc([N+](=O)[O-])c2)c2ccccc21
  A = -19% | B = . | C = -6% | D = -9% | E = -8% | F = -7

CCc1ccc(C2=NN(CCC(=O)N3CCC4(CC3)OCCO4)C(=O)CC2)cc1
  A = 93%[activator] | B = -1% | C = -2% | D = 6% | E = 3% | F = 8

COc1ccccc1NC(=O)CSc1ccc(-c2ccc(-n3cccn3)cc2)nn1
  A = -25% | B = 7% | C = ? | D = . | E = 3% | F = 14

COc1ccc(C(CNC(=O)c2oc3ccc(C)cc3c2C)N2CCOCC2)cc1 (centres undefined)
  A = . | B = -2% | C = . | D = . | E = 13% | F = -1

Cc1c(SCCO)c(=O)[nH]c2cc3c(cc12)OCO3
  A = -9% | B = 0% | C = -5% | D = -7% | E = 1% | F = 64

CCOC(=O)Cc1ncccc1C(=O)Nc1ccc(OC(F)(F)F)cc1
  A = 28% | B = 6% | C = ? | D = -4% | E = ? | F = -11

COc1ccc2c(C(=O)CN3CC(C)OC(C)C3)c[nH]c2c1 (centres undefined)
  A = -31% | B = 2% | C = 6% | D = -3% | E = 7% | F = 15

CCSc1nc2sc3c(c2c(=O)n1-c1ccccc1)CCN(C)C3
  A = 29% | B = -5% | C = ? | D = -16% | E = -11% | F = 0

Cc1ccccc1NS(=O)(=O)c1nnc(NC(=O)C(C)C)s1
  A = -12% | B = -4% | C = 8% | D = 2% | E = -4% | F = 15

CC(C)CN(C(=O)CN1CCN(c2ccccc2O)CC1)c1c(N)n(CC(C)C)c(=O)[nH]c1=O
  A = -21% | B = -6% | C = -5% | D = -20% | E = -5% | F = 43

COCCN(C(=O)CSCC(=O)Nc1ccc(C)cc1)c1c(N)n(CC(C)C)c(=O)[nH]c1=O
  A = -5% | B = -7% | C = 4% | D = . | E = -3% | F = -9

COc1cccc(-c2nc(S(=O)(=O)c3ccccc3)c(NCc3ccccc3)o2)c1
  A = . | B = -5% | C = . | D = . | E = 10% | F = -3

Cc1ccccc1NC(=O)Nc1ccccc1Br
  A = -1% | B = 2% | C = -29% | D = 5% | E = 6% | F = -28

CC(C)OCCCNC(=O)NC12CC3CC(CC(C3)C1)C2
  A = ? | B = -8% | C = 10% | D = 1% | E = -6% | F = 60

O=C(CCCCC(=O)NCCc1ccccc1)NCCc1ccccc1
  A = -4% | B = -15% | C = 9% | D = -2% | E = ? | F = 59

CC(=O)NC(Cc1cccc(F)c1)C(=O)NC1CCN(c2nnnn2-c2ccccc2)CC1 (centres undefined)
  A = 37% | B = 0% | C = 21% | D = 1% | E = 1% | F = -10

Cc1ccc(S(=O)(=O)N(CC(=O)NCC2CCCO2)Cc2cccc(C)c2)cc1 (centres undefined)
  A = 75%[activator] | B = -30% | C = 13% | D = . | E = -6% | F = -26

N#Cc1ccsc1NC(=O)CN1CCN(S(=O)(=O)c2ccc3ccccc3c2)CC1
  A = -28% | B = 0% | C = -12% | D = -4% | E = 0% | F = 65

Cc1cc(CNC(=O)COc2ccc(F)cc2Cl)cc(C)c1O
  A = 1% | B = -5% | C = 6% | D = -7% | E = 2% | F = -40

COc1ccc(C2=CN(Cc3ccccc3)C(c3ccccc3)CC2=O)cc1 (centres undefined)
  A = -7% | B = . | C = ? | D = . | E = . | F = 57

COCCNC(=O)c1cc(-c2cccnc2)nc2ccc(Br)cc12
  A = -1% | B = 3% | C = -19% | D = 4% | E = -12% | F = -8

COC(=O)CNC(c1ccccc1)c1cc(Br)ccc1N (centres undefined)
  A = -8% | B = 13% | C = 14% | D = 1% | E = 0% | F = 10

COC(=O)c1ccccc1N1CCS(=O)(=O)CC1
  A = -10% | B = 7% | C = 15% | D = 2% | E = 0% | F = -33

CCOc1nc(OCC)c2cnn(C)c2n1
  A = -15% | B = 12% | C = ? | D = 1% | E = 7% | F = 22

CN1C(=O)c2ccccc2Sc2ccc(NC(=O)c3ccc(C(F)(F)F)cc3)cc21
  A = . | B = 0% | C = . | D = . | E = 2% | F = -12

COc1cc(C(=O)Nc2c(-c3ccccn3)c(=O)c3ccccc3n2C)cc(OC)c1OC
  A = -19% | B = -37% | C = . | D = -10% | E = -1% | F = .

CCCN(CCO)Cc1ccc(Cl)c(Cl)c1
  A = -14% | B = -13% | C = 0% | D = ? | E = 1% | F = 14

CCOc1ccc(NC(=O)N2CCN(S(C)(=O)=O)CC2)cc1
  A = -10% | B = 13% | C = ? | D = 0% | E = -12% | F = -25
